Compound activity deposited in PubChem by several laboratories.
Myeloid diff MLP: induction of myeloid progenitor differentiation, primary screen, cell-based, flow cytometry, MLPCN library; ER-HoxA9 myeloid progenitors, lysozyme-GFP differentiation; 1% of 360,000 active; calls only at 10 µM;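 active = normalized GFP-positive differentiation at or above the plate's own cutoff, the solvent-only control mean plus 3 SD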;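 also: cells exposed to compound for four days before flow analysis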
SIAH1 antagonists: Siah-1 peptide-binding antagonists, primary screen, biochemical, fluorescence polarization, rhodamine-plectin, uHTS (AID 1817); E3 ubiquitin-protein ligase SIAH1 (Homo sapiens); Siah-1 / rhodamine-plectin peptide fluorescence polarization; higher % means a stronger effect; one-dose displacement, % at 20 µM; IC50 in µM for titrated hits; 0.02% of 290,000 active;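 active = displacement of at least 50% at 20 µM, with a fluorescence ratio check between 0.3 and a set limit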;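 also: plate controls were Siah plus tracer with DMSO for no effect and tracer alone without Siah for full effect; strong numbers were not always called active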
GPR35 antagonists: GPR35 antagonists blocking zaprinast-driven arrestin recruitment, primary screen, imaging, U2OS, beta-arrestin-GFP, zaprinast agonist (AID 2058) | G-protein coupled receptor 35 (Homo sapiens) | inhibition, % at 10 µM, or IC50 in µM where a hit was titrated | 0.052% of 290,000 active | U2OS GPR35 beta-arrestin-GFP translocation imaging, zaprinast antagonism; higher % means a stronger effect;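 active = inhibition of at least 50% with at least 30 cells and total cytoplasm GFP at most 10,000,000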
Salmonella PhoP GFP: inhibitors of PhoP regulon expression, primary screen, Salmonella Typhimurium, GFP reporter (AID 1863); 0.16% of 300,000 active; S. Typhimurium PhoP-regulated promoter GFP reporter, 4 h; higher % means a stronger effect; inhibition, % at 50 µM; hits with a dose series show IC50 in µM;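 active = inhibition over 29.93%, a cutoff 3 SD above the screen mean, later confirmed by dose response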;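 also: 0% = low Mg2+ inducing control and 100% = high Mg2+ repressing control; strong numbers were not always called active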
GPR55 antagonists: GPR55 antagonists blocking LPI-driven arrestin recruitment, primary screen, imaging, U2OS, beta-arrestin-GFP, LPI agonist (AID 2013). G-protein coupled receptor 55 (Homo sapiens). 0.13% of 290,000 active. U2OS GPR55 beta-arrestin-GFP translocation imaging, LPI antagonism; higher % means a stronger effect. inhibition, % at 10 µM, or IC50 in µM where a hit was titrated;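 active = spots per cell inhibited over 60%, with over 100 cells counted and total cytoplasm intensity under 500,000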;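 also: U2OS cells stably carrying GPR55 and arrestin-GFP stimulated by 5 µM LPI near EC80; imaged beta-arrestin-GFP aggregate spots per cell after agonist stimulation; plate controls were LPI-stimulated DMSO wells for no effect and DMSO wells without LPI for full effect; some results filed as inactive read as strong as hits; confirmed hits need IC50 under 10 µM and bright autofluorescent wells are also inconclusive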
NTR1 agonist: agonists of NTR1, primary screen, imaging, U2OS cells, beta-arrestin-GFP, high content (AID 493036); Neurotensin receptor type 1 (Homo sapiens), P30989; NTR1-U2OS beta-arrestin-GFP spot imaging, agonist mode; activation, % at 20 µM; 0.17% of 330,000 active;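 active = activation at or above 40% of the spot to cytoplasm intensity ratio, with at least 20 cells analyzed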;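 also: 0% = DMSO without peptide and 100% = 100 nM NTR1 peptide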
Target sequence (P30989 whole entry, looked up): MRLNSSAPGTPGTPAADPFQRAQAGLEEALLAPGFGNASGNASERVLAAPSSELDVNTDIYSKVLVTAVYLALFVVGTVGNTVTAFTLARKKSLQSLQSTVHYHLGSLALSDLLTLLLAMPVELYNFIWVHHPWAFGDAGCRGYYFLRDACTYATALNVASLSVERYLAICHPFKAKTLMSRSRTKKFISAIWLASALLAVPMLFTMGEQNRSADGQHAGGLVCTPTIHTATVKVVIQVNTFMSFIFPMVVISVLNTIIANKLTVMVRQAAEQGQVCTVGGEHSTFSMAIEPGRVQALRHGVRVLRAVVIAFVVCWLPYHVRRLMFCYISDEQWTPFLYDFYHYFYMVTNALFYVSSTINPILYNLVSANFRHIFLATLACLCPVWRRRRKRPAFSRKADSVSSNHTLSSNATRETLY
Rac1 GTP hydrolysis: MgcRacGAP GTPase-activating activity inhibitors, confirmation, biochemical, ADP Hunter fluorescence; Rac GTPase-activating protein 1 (Homo sapiens); MgcRacGAP-stimulated Rac1 GTP hydrolysis, ADP Hunter fluorescence; higher % means a stronger effect; GST-tagged Rac1 F28L mutant substrate; 0.6% of 340,000 active; one-dose inhibition, % at 30 µM; IC50 in µM for titrated hits;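 active = first-screen hits whose inhibition reached a set limit at any dose in the follow-up dose series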;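 also: fluorescence reports GDP produced by GAP-driven GTP hydrolysis; strong numbers were not always called active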
HIV fusion peptide: inhibitors of HIV fusion peptide binding, primary screen, biochemical, uHTS, fluorescence dequenching (AID 1986); cell-free peptide binding, fluorescence dequenching, 30 min; higher % means a stronger effect; one-dose inhibition, % at 20 µM; IC50 in µM for titrated hits; 0.3% of 290,000 active; in the data active = inhibition mostly above about 52%, no sharp cut-off; inactive = mostly below about 76%; also: some results filed as inactive read as strong as hits
LYP phosphatase: inhibitors of LYP phosphatase, biochemical, fluorescence intensity, uHTS (AID 1779). recombinant LYP phosphatase, fluorescence intensity; higher % means a stronger effect. inhibition, % at 11.5 µM, or IC50 in µM where a hit was titrated. 0.054% of 290,000 active; in the data active = inhibition above about 50%;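 also: plate controls were vehicle with enzyme for no effect and no enzyme for full effect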
NTR1 agonist cell count 20 µM: further read-out of NTR1 agonist, marked with its call; cell count; measured here: cell count, cytotoxicity flag
Myeloid diff MLP GFP+ MAC1+ %: recorded beside Myeloid diff MLP, whose call it bears; GFP+ MAC1+ double positive, %; measured here: differentiation confirmed by MAC1 staining
Active calls of the source: *; i = inactive; · = not tested or not shown.

Abbreviations: A = Myeloid diff MLP; B = Myeloid diff MLP GFP+ MAC1+ %; C = SIAH1 antagonists; D = GPR35 antagonists; E = Salmonella PhoP GFP; F = GPR55 antagonists; G = NTR1 agonist; H = NTR1 agonist cell count 20 µM; I = Rac1 GTP hydrolysis; J = HIV fusion peptide; K = LYP phosphatase
1	COc1ccccc1NC(=S)NC(NC(=O)CC(C)C)C(Cl)(Cl)Cl (configuration not stated)
  A: i; B: 0.9; C: 0%; D: 3%; E: ·; F: -2%; G: -1.2; H: 42; I: 5%; J: 2.3%; K: -4%
2	COc1cc(NC(=O)c2ccccc2Cl)ccc1NC(=O)c1ccco1
  A: i; B: 1.1; C: -1%; D: 2%; E: -1%; F: 7%; G: -3.2; H: 88; I: -4%; J: -0.9%; K: 4%
3	O=C(COc1ccccc1)NC(=S)Nc1cccc(NC(=O)c2ccccc2Cl)c1
  A: i; B: 0.5; C: 2%; D: 5%; E: -15%; F: 0%; G: 3.2; H: 54; I: 2%; J: 1.0%; K: 6%
4	COc1cc(OC)cc(C(=O)NCCCNC(=O)c2ccccn2)c1
  A: i; B: 2.5; C: 0%; D: -17%; E: -4%; F: 12%; G: -1.0; H: 50; I: 10%; J: 0.8%; K: -4%
5	CCOC(=O)c1nn(-c2ccc(Cl)cc2)c2nnc(Cc3ccccc3)c(=O)n12
  A: i; B: 0.9; C: -4%; D: 19%; E: 3%; F: 11%; G: -0.2; H: 63; I: 6%; J: -2.9%; K: 25%
6	COc1cccc(/C=N/NC(=O)c2ccc(COc3ccc(Cl)cc3Cl)o2)c1
  A: i; B: 1.6; C: -3%; D: 6%; E: 19%; F: -3%; G: 3.4; H: 52; I: 9%; J: -5.6%; K: -3%
7	Cc1ccc2nc(NCc3ccco3)c(C=NCc3ccco3)c(=O)n2c1
  A: i; B: 3.9; C: -7%; D: 10%; E: -7%; F: -7%; G: 1.9; H: 30; I: -1%; J: 1.8%; K: -5%
8	CC1=C(C#N)C(Nc2cccc(C)n2)(C(F)(F)F)C(=O)N1 (configuration not stated)
  A: i; B: 1.2; C: 2%; D: 0%; E: -5%; F: -6%; G: -0.7; H: 67; I: 5%; J: 0.9%; K: 1%
9	COc1ccc2[nH]cc(CCNS(=O)(=O)c3ccc(C)cc3)c2c1
  A: i; B: 0.3; C: 15%; D: -5%; E: -7%; F: 5%; G: 4.4; H: 62; I: 8%; J: -1.1%; K: -5%
10	COc1ccc(NC(=O)c2nc(SC)ncc2Cl)cc1
  A: i; B: 0.2; C: 2%; D: -1%; E: -7%; F: 5%; G: -0.8; H: 57; I: 10%; J: -1.5%; K: -3%

10 structures out of the list, arranged by molecular weight, low to high.
Abbreviations: A = Myeloid diff MLP; B = Myeloid diff MLP GFP+ MAC1+ %; C = SIAH1 antagonists; D = GPR35 antagonists; E = Salmonella PhoP GFP; F = GPR55 antagonists; G = NTR1 agonist; H = NTR1 agonist cell count 20 µM; I = Rac1 GTP hydrolysis; J = HIV fusion peptide; K = LYP phosphatase
8	CC1=C(C#N)C(Nc2cccc(C)n2)(C(F)(F)F)C(=O)N1 (configuration not stated)
  A: i; B: 1.2; C: 2%; D: 0%; E: -5%; F: -6%; G: -0.7; H: 67; I: 5%; J: 0.9%; K: 1%
10	COc1ccc(NC(=O)c2nc(SC)ncc2Cl)cc1
  A: i; B: 0.2; C: 2%; D: -1%; E: -7%; F: 5%; G: -0.8; H: 57; I: 10%; J: -1.5%; K: -3%
4	COc1cc(OC)cc(C(=O)NCCCNC(=O)c2ccccn2)c1
  A: i; B: 2.5; C: 0%; D: -17%; E: -4%; F: 12%; G: -1.0; H: 50; I: 10%; J: 0.8%; K: -4%
9	COc1ccc2[nH]cc(CCNS(=O)(=O)c3ccc(C)cc3)c2c1
  A: i; B: 0.3; C: 15%; D: -5%; E: -7%; F: 5%; G: 4.4; H: 62; I: 8%; J: -1.1%; K: -5%
7	Cc1ccc2nc(NCc3ccco3)c(C=NCc3ccco3)c(=O)n2c1
  A: i; B: 3.9; C: -7%; D: 10%; E: -7%; F: -7%; G: 1.9; H: 30; I: -1%; J: 1.8%; K: -5%
2	COc1cc(NC(=O)c2ccccc2Cl)ccc1NC(=O)c1ccco1
  A: i; B: 1.1; C: -1%; D: 2%; E: -1%; F: 7%; G: -3.2; H: 88; I: -4%; J: -0.9%; K: 4%
5	CCOC(=O)c1nn(-c2ccc(Cl)cc2)c2nnc(Cc3ccccc3)c(=O)n12
  A: i; B: 0.9; C: -4%; D: 19%; E: 3%; F: 11%; G: -0.2; H: 63; I: 6%; J: -2.9%; K: 25%
1	COc1ccccc1NC(=S)NC(NC(=O)CC(C)C)C(Cl)(Cl)Cl (configuration not stated)
  A: i; B: 0.9; C: 0%; D: 3%; E: ·; F: -2%; G: -1.2; H: 42; I: 5%; J: 2.3%; K: -4%
6	COc1cccc(/C=N/NC(=O)c2ccc(COc3ccc(Cl)cc3Cl)o2)c1
  A: i; B: 1.6; C: -3%; D: 6%; E: 19%; F: -3%; G: 3.4; H: 52; I: 9%; J: -5.6%; K: -3%
3	O=C(COc1ccccc1)NC(=S)Nc1cccc(NC(=O)c2ccccc2Cl)c1
  A: i; B: 0.5; C: 2%; D: 5%; E: -15%; F: 0%; G: 3.2; H: 54; I: 2%; J: 1.0%; K: 6%

(continued)
Abbreviations: A = Myeloid diff MLP; B = Myeloid diff MLP GFP+ MAC1+ %; C = SIAH1 antagonists; D = GPR35 antagonists; E = Salmonella PhoP GFP; F = GPR55 antagonists; G = NTR1 agonist; H = NTR1 agonist cell count 20 µM; I = Rac1 GTP hydrolysis; J = HIV fusion peptide; K = LYP phosphatase
11	O=C(NC1CCCCC1)C(c1ccc(F)cc1)N(C(=O)Cc1ccsc1)c1ccc(F)cc1 (configuration not stated)
  A: i; B: 0.4; C: -2%; D: 6%; E: 2%; F: -4%; G: 0.4; H: 47; I: -3%; J: -1.1%; K: -8%
12	Cc1cc(S(=O)(=O)Nc2ccc(C(=O)N3CC(C)OC(C)C3)cc2)ccc1F (configuration not stated)
  A: i; B: 1.1; C: ·; D: ·; E: 0%; F: ·; G: 0.5; H: 69; I: -6%; J: ·; K: ·
13	Nc1ccccc1S(=O)(=O)NCCCCc1ccccc1
  A: i; B: 0.4; C: -1%; D: 13%; E: -3%; F: 4%; G: 3.5; H: 77; I: -4%; J: -3.6%; K: -7%
14	CSc1cccc(CN2CCC(CCC(=O)NC3CC3)CC2)c1
  A: i; B: 0.3; C: 2%; D: -10%; E: 0%; F: 2%; G: 0.3; H: 60; I: -3%; J: -1.0%; K: -7%
15	COc1c(Cl)cc(C(=O)Nc2ccccc2C(=O)O)cc1Cl
  A: i; B: 12; C: 0%; D: -19%; E: 5%; F: -5%; G: 0.2; H: 55; I: -1%; J: 22%; K: -6%
16	O=C(Nc1cccnc1)c1sc(Nc2ccccc2)nc1-c1ccccc1
  A: i; B: 0.3; C: 16%; D: -3%; E: -13%; F: 1%; G: 1.9; H: 57; I: 7%; J: -3.1%; K: -8%
17	CCC(CC)c1nnc(NC(=O)c2ccc3ccccc3n2)s1
  A: i; B: 0.5; C: 4%; D: 9%; E: -11%; F: 13%; G: -1.6; H: 93; I: 7%; J: 0.3%; K: 4%
18	COc1ccc(Cl)cc1NC(=O)NCc1ccco1
  A: i; B: 0.2; C: 0%; D: 2%; E: -10%; F: 8%; G: -0.9; H: 83; I: 7%; J: 0.6%; K: -4%
19	COc1ccc([C@@H]2[C@@H]3C(=O)N(C(C)(C)C)C(=O)[C@@H]3[C@]3(Cc4ccc(Cl)cc4)C(=O)N(c4ccc(OC)cc4)C(=O)N23)cc1
  A: i; B: 2.0; C: ·; D: ·; E: -1%; F: ·; G: 5.1; H: 90; I: 0%; J: ·; K: ·
20	Cc1ccc(S(=O)(=O)N2CCN(c3nccnc3C#N)CC2)cc1
  A: i; B: 1.1; C: -3%; D: 3%; E: -6%; F: 0%; G: -1.0; H: 51; I: 4%; J: 0.3%; K: -1%
21	CCOc1ccc(OCc2ccc(C(=O)Nc3cccnc3)o2)cc1
  A: i; B: 6.8; C: -1%; D: -6%; E: 1%; F: -22%; G: -0.9; H: 48; I: 5%; J: 0.2%; K: -3%
22	CCN(CC)S(=O)(=O)c1ccc2oc(C(=O)NCc3ccc(C)cc3)c(C)c2c1
  A: i; B: 0.3; C: 1%; D: -5%; E: 9%; F: -1%; G: 3.9; H: 64; I: 14%; J: 11%; K: 4%
23	COc1cccc(-c2csc(NC(=O)C3CC3)n2)c1
  A: i; B: 2.0; C: 1%; D: -14%; E: -3%; F: 7%; G: -1.6; H: 135; I: 12%; J: -1.3%; K: -7%
